# Screening results as filed in PubChem.
# NTR1 agonist = agonists of NTR1, primary screen, imaging, U2OS cells, beta-arrestin-GFP, high content (AID 493036). Neurotensin receptor type 1 (Homo sapiens), P30989. NTR1-U2OS beta-arrestin-GFP spot imaging, agonist mode. activation, % at 20 µM. hit rate 0.17% among 330,000;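 active = activation at or above 40% of the spot to cytoplasm intensity ratio, with at least 20 cells analyzed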;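 also: 0% = DMSO without peptide and 100% = 100 nM NTR1 peptide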
# Target sequence (P30989 whole entry, looked up): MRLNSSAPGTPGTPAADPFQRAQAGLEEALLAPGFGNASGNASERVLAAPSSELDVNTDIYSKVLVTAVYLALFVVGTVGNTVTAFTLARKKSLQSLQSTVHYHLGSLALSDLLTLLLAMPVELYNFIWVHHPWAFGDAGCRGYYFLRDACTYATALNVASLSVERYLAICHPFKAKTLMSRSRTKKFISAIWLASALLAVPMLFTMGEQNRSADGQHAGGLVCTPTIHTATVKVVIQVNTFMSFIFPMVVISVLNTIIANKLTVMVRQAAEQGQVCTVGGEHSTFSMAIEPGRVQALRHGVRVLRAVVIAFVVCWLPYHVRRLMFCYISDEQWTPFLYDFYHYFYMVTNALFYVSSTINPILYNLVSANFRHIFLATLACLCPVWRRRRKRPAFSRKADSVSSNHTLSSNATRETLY
# NOD1 NF-kB reporter = NOD1 signaling inhibitors, primary screen, cell-based, luminescence, uHTS (AID 1578). hit rate 1% among 290,000. inhibition, % at 4 µM; hits with a dose series show EC50 in µM. NOD1-driven NF-kB luciferase reporter cells, luminescence; higher % means a stronger effect; in the data active = inhibition mostly above about 36%, no sharp cut-off; inactive = mostly below about 34%;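 also: HEK-293T reporter cells stimulated with the NOD1 agonist gamma-tri-DAP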
# NOD2 inhibition = NOD2 signaling inhibitors, cell-based, luminescence, uHTS, HEK293 (AID 1566); hit rate 0.63% among 290,000; HEK293 NOD2/NF-kB luciferase reporter, luminescence; higher % means a stronger effect; inhibition, % at 4 µM; hits with a dose series show EC50 in µM; also: many of its hits are not listed in these tables
# KOR beta-arrestin-1 = KOR antagonists, beta-arrestin recruitment, cell-based, luminescence, uHTS (AID 1778); KOR beta-arrestin recruitment, luminescence, antagonist mode; higher % means a stronger effect; hit rate 0.091% among 290,000; Kappa-type opioid receptor (Homo sapiens); inhibition, % at 10 µM; hits with a dose series show IC50 in µM; also: strong numbers were not always called active
# GPR55 activation = GPR55 agonists via beta-arrestin recruitment, primary screen, imaging, U2OS cells, beta-arrestin-GFP redistribution (AID 1961); activation, % at 10 µM, or EC50 in µM where a hit was titrated; hit rate 0.048% among 290,000; G-protein coupled receptor 55 (Homo sapiens); U2OS GPR55 beta-arrestin-GFP redistribution imaging; higher % means a stronger effect;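 active = activation above 40% with more than 50 cells counted in the well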;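 also: U2OS osteosarcoma cells stably expressing GPR55 and beta-arrestin-GFP; plate controls were DMSO negative control for no effect and LPI positive control for full effect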
# CSM14.1 death rescue = rescue of cells from ER stress-induced death, primary screen, 384-well, CSM14.1, thapsigargin, ATP luminescence (AID 1222) | cellular ATP content (survival), % at 20 µM; hits with a dose series show EC50 in µM | CSM14.1 thapsigargin-induced death rescue, ATP luminescence; higher % means a stronger effect | 190,000 tested, under 10 active;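 active = EC50 below 50 µM in the dose-response confirmation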;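 also: death triggered by thapsigargin at about 15 µM added after 2 h compound pretreatment; cell ATP read after overnight thapsigargin exposure of roughly 18 to 22 hours; normalized against plate controls of thapsigargin alone and 5% DMSO vehicle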
# KOR beta-arrestin-2 = KOR agonists, beta-arrestin recruitment, primary screen, cell-based, luminescence, uHTS (AID 1777). KOR beta-arrestin recruitment, luminescence; higher % means a stronger effect. Kappa-type opioid receptor (Homo sapiens). activation, % at 10 µM; hits with a dose series show EC50 in µM. hit rate 0.02% among 280,000; in the data active = activation above about 50%, passing the limit was not always enough; also: a part of the inactive calls stands beside numbers as strong as those of hits
# TNAP activation fold = human TNAP enzyme activators, primary screen, biochemical, luminescent, no phosphate acceptor, uHTS (AID 1001); hit rate 0.03% among 200,000; Alkaline phosphatase, tissue-nonspecific isozyme (Homo sapiens); activation fold at 20 µM, or EC50 in µM where a hit was titrated; purified TNAP, luminescent activation assay, no phosphate acceptor; higher activation fold means a stronger effect; in the data active = activation fold from about 3, or a potency from the dose series; inactive = the rest, 99 in 100 with activation fold below about 1.6; also: many of its hits are not listed in these tables
# Yfh1-off respiration = enhancers of respiration in Yfh1-depleted yeast, dose response, Friedreich's ataxia, plus single-dose screen (AID 1465). hit rate 0.074% among 220,000. S. cerevisiae Yfh1-off respiration, WST-1 reduction, 72 h; higher fold induction means a stronger effect. one-dose fold induction at 50 µM; EC50 in µM for titrated hits;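 active = fold induction of absorbance versus untreated yeast above a set limit, then at least 30% activation at any dose in follow-up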;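 also: activators that raise dye reduction in frataxin-depleted yeast; strong numbers were not always called active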
# NTR1 agonist cell count 20 µM = also measured in NTR1 agonist; calls as there; cell count; measured here: cell count, cytotoxicity flag
# Numbers without * were called inactive; i = inactive; / = no result given; [ ] = another dose, or the depositor's remark. Rule as the data show it, unless noted: active = inhibition above about 50%; inactive = the rest.
SMILES,NTR1 agonist,NTR1 agonist cell count 20 µM,NOD1 NF-kB reporter,NOD2 inhibition,KOR beta-arrestin-1,GPR55 activation,CSM14.1 death rescue,KOR beta-arrestin-2,TNAP activation fold,Yfh1-off respiration
CN(Cc1cccs1)C(=O)COc1cccc(-n2cnnn2)c1,-1.0,87,4%,-1%,0%,-0.2%,1.2%,-1.7%,1.1,i
COc1cc(Br)c(CC(=O)O)cc1OC,1.4,83,4%,17%,14%,0.8%,0.4%,0.7%,1.1,i
O=C(Nc1ccc(Cl)cc1)Nn1cnnc1,1.5,65,-29%,13%,-20%[20 µM],-0.1%,/,-1.9%,/,/
Oc1ccccc1-c1n[nH]c(=S)n1Cc1ccccc1,0.4,84,-16%,-12%,35%,-0.2%,/,-4.9%,/,/
O=Cc1cn(CC(=O)NCC2CCCO2)c2ccccc12 (configuration not stated),-0.6,63,-7%,8%,-30%,0.4%,4.0%,-0.7%,1.1,i
CCCCCn1c(=O)[nH]c2cc(C(=O)NCCCN(CC)CC)ccc2c1=O,-1.7,78,-21%,6%,-31%,-0.2%,-0.9%,0.2%,1,i
Cc1[nH]c2ccccc2c1C(=O)CSC(=S)N1CCOCC1,-0.9,38,4%,21%,18%,0.0%,/,-2.1%,/,i
O=C(O)c1ccc(NS(=O)(=O)c2ccc3c(c2)OCCO3)cc1,0.4,59,-7%,3%,-47%,-0.1%,-1.3%,5.9%,1.2,i
CCCNc1ncnc2sc(C)c(C)c12,2.2,42,6%,14%,34%,0.2%,-1.5%,-2.4%,1.1,i
Cc1cc(NC(=O)CSc2nnc(-c3ccco3)n2Cc2ccco2)no1,0.0,60,-10%,9%,14%,-0.2%,-3.4%,-2.2%,1.1,i
Cc1ccc(NC(=O)CCN2CCC(C)CC2)cc1,-0.4,54,-8%,-5%,-16%,-0.1%,/,1.7%,/,/
O=C(NC1CCCC1)c1ccc(CS(=O)(=O)Cc2ccccc2Cl)o1,-1.4,53,-19%,-2%,-9%,-0.1%,/,-0.9%,/,/
COc1ccccc1C(=O)/C=C/c1ccc(N2CCCCC2)c([N+](=O)[O-])c1,15,70,56%,-191%,9%,-0.3%,3.5%,1.2%,1,i
Cn1nc(C(F)(F)F)c(/C=N/OCc2c(Cl)cccc2Cl)c1Cl,6.4,83,9%,19%,17%,0.2%,-0.9%,-1.5%,0.9,i
C#CCOCCOCCOCCNc1nc(N2CCN(C(=O)[C@H]([C@@H](C)CC)n3cc([C@@H](N)CO)nn3)CC2)nc(N2CCN(C(=O)[C@H](Cc3ccc(O)cc3)n3cc([C@@H](N)CC(C)C)nn3)CC2)n1,-3.1,77,22%,25%,-1%,-0.2%,0.7%,2.3%,1.1,i
CC(SCC(=O)Nc1ccccc1)c1nc2ccccc2c(=O)[nH]1 (configuration not stated),-0.7,70,-10%,8%,12%,-0.1%,/,-3.6%,/,/
Cn1c(=O)c2c(nc(Br)n2CCc2ccccc2)n(C)c1=O,3.0,65,-9%,6%,-26%,-0.2%,2.8%,-7.1%,1.1,i
COc1cc(NC(=O)N2CCNC2=O)cc(C(=O)Nc2cccc(C(F)(F)F)c2)c1,-1.6,86,-1%,-22%,-121%,-0.1%,/,5.3%,/,i
Cc1ccc(CNC(=O)c2cc(=O)c3cc(C)ccc3o2)cc1,-1.2,53,2%,13%,-6%,1.2%,/,-0.6%,/,/
CC(C)N(Cc1nccn1C)C(=O)c1cc(COc2ccc(-n3cncn3)cc2)on1,-0.6,67,-10%,10%,-8%,-0.1%,/,-1.9%,/,/
CCCCNC(=O)COC(=O)c1cc(C)oc1C,-0.9,32,-25%,14%,11%,0.0%,1.8%,0.0%,1,i
Cc1ccc(CSCC(=O)NCc2ccc(F)cc2)cc1,-0.9,64,4%,-14%,-24%,0.1%,0.3%,5.9%,1,i
NC(=O)C1CCN(C(=O)C2CCC(=O)N(C3CCCCCC3)C2)CC1 (configuration not stated),1.2,66,-31%,-4%,7%,0.0%,/,-2.1%,/,/
O=C(c1ccccc1NS(=O)(=O)c1ccc(Br)s1)N1CCCC1,-0.6,59,-14%,15%,4%,-0.4%,0.6%,-4.5%,1,i
C=CCn1c(=O)c(C(=O)Nc2ccccc2S(N)(=O)=O)c(O)c2ccccc21,-1.2,51,-33%,-68%,-54%[20 µM],0.2%,-2.1%,-0.9%,0.9,i

# Exported as labelled records: part of the list above.
O=C(Nc1ccc(Cl)cc1)Nn1cnnc1
  NTR1 agonist: 1.5
  NTR1 agonist cell count 20 µM: 65
  NOD1 NF-kB reporter: -29%
  NOD2 inhibition: 13%
  KOR beta-arrestin-1: -20%[20 µM]
  GPR55 activation: -0.1%
  CSM14.1 death rescue: /
  KOR beta-arrestin-2: -1.9%
  TNAP activation fold: /
  Yfh1-off respiration: /

Cc1[nH]c2ccccc2c1C(=O)CSC(=S)N1CCOCC1
  NTR1 agonist: -0.9
  NTR1 agonist cell count 20 µM: 38
  NOD1 NF-kB reporter: 4%
  NOD2 inhibition: 21%
  KOR beta-arrestin-1: 18%
  GPR55 activation: 0.0%
  CSM14.1 death rescue: /
  KOR beta-arrestin-2: -2.1%
  TNAP activation fold: /
  Yfh1-off respiration: i

Cn1nc(C(F)(F)F)c(/C=N/OCc2c(Cl)cccc2Cl)c1Cl
  NTR1 agonist: 6.4
  NTR1 agonist cell count 20 µM: 83
  NOD1 NF-kB reporter: 9%
  NOD2 inhibition: 19%
  KOR beta-arrestin-1: 17%
  GPR55 activation: 0.2%
  CSM14.1 death rescue: -0.9%
  KOR beta-arrestin-2: -1.5%
  TNAP activation fold: 0.9
  Yfh1-off respiration: i

COc1cc(Br)c(CC(=O)O)cc1OC
  NTR1 agonist: 1.4
  NTR1 agonist cell count 20 µM: 83
  NOD1 NF-kB reporter: 4%
  NOD2 inhibition: 17%
  KOR beta-arrestin-1: 14%
  GPR55 activation: 0.8%
  CSM14.1 death rescue: 0.4%
  KOR beta-arrestin-2: 0.7%
  TNAP activation fold: 1.1
  Yfh1-off respiration: i

# Among those listed so far, these have an aryl methoxy group.
SMILES,NTR1 agonist,NTR1 agonist cell count 20 µM,NOD1 NF-kB reporter,NOD2 inhibition,KOR beta-arrestin-1,GPR55 activation,CSM14.1 death rescue,KOR beta-arrestin-2,TNAP activation fold,Yfh1-off respiration
COc1cc(Br)c(CC(=O)O)cc1OC,1.4,83,4%,17%,14%,0.8%,0.4%,0.7%,1.1,i
COc1ccccc1C(=O)/C=C/c1ccc(N2CCCCC2)c([N+](=O)[O-])c1,15,70,56%,-191%,9%,-0.3%,3.5%,1.2%,1,i
COc1cc(NC(=O)N2CCNC2=O)cc(C(=O)Nc2cccc(C(F)(F)F)c2)c1,-1.6,86,-1%,-22%,-121%,-0.1%,/,5.3%,/,i

# Other records.
SMILES,NTR1 agonist,NTR1 agonist cell count 20 µM,NOD1 NF-kB reporter,NOD2 inhibition,KOR beta-arrestin-1,GPR55 activation,CSM14.1 death rescue,KOR beta-arrestin-2,TNAP activation fold,Yfh1-off respiration
COc1cccc(-c2cc(CC3(O)CCN(CCCc4ccccc4)CC3)on2)c1,0.2,49,27%,-34%,4%[20 µM],-0.3%,/,-0.7%,/,/
CCOc1nc(C)cc(COC)c1C(N)=O,-0.4,63,17%,5%,-37%,-0.4%,-14%,4.1%,1,i
CNC(=O)c1c(Cl)cnn1-c1ccccc1,-0.9,40,-24%,-13%,-2%,0.1%,0.7%,-3.7%,1.1,i
CCOC(=O)c1nc(C)sc1-c1ccnn1S(=O)(=O)c1ccc(Cl)cc1Cl,0.2,45,-4%,11%,-2%,0.6%,/,0.0%,/,i
Cc1sc2ncn(CC(=O)NCCCN3CCC(C)CC3)c(=O)c2c1S(=O)(=O)N1CCC(C)CC1,-1.4,35,-18%,-16%,-70%,-0.1%,/,-0.7%,/,/
COc1ccc(OC)c(CCNC(=O)CC2Oc3ccc(C)cc3NC2=O)c1 (configuration not stated),/,/,-11%,19%,8%,-0.1%,-1.1%,2.8%,1.2,i
O=C(O)CCCCn1c(SCc2cc(=O)n3cc(Cl)ccc3n2)nc2ccsc2c1=O,-0.7,45,-27%,22%,21%,0.4%,-2.3%,2.2%,1.1,i
COc1ccccc1C(=O)NNC(=O)c1cccc(F)c1,2.0,74,30%,-42%,-43%,-0.3%,-3.3%,2.3%,1.2,i
COc1cccc(Nc2cc(C)nc3nc(C)nn23)c1,-1.4,58,-15%,0%,-16%,-0.1%,-1.4%,6.2%,1.2,i
CCOc1cc(S(=O)(=O)NCCCn2ccnc2)ccc1Cl,-0.2,65,2%,22%,-16%[20 µM],0.7%,/,-7.4%,/,/
CCN(CC)S(=O)(=O)c1cccc(-c2nnc(SCC(=O)c3ccc(Cl)s3)n2C)c1,0.1,98,13%,13%,10%,-0.1%,0.6%,15%,1,i
CC(C)(C)c1ccc(CN(Cc2ccccc2)C(c2ccccn2)c2nnnn2C(C)(C)C)cc1 (configuration not stated),3.5,47,29%,-3%,-15%,0.3%,-0.2%,-1.4%,1,i
CCOC(=O)c1cccc(NC(=O)CSc2nnc(C3CCCCC3)n2CC)c1,-1.8,93,-23%,-2%,2%,-0.3%,1.1%,1.8%,0.9,i
O=C(c1ccc2c(c1)OCO2)n1nnc2ccccc21,/,/,8%,16%,20%,-0.1%,-1.3%,-2.0%,1.1,i
COc1cc(C2C3=C(CC(C)(C)CC3=O)N(C)C3=C2C(=O)CC(C)(C)C3)ccc1O,-1.5,68,29%,-1%,-8%,0.2%,/,3.6%,/,/
Cc1ccc(S(=O)CCNC(=O)Cc2ccc(Cl)cc2)cc1 (configuration not stated),-1.6,97,-30%,9%,14%,-0.3%,-0.3%,-0.8%,1.1,i
O=C(Nc1cccc(C(F)(F)F)c1)c1scc2c1OCCO2,0.8,33,-55%,-30%,2%,0.0%,0.1%,-6.8%,1.1,i
CCOC(=O)CN(C(=O)CNC(=O)c1ccco1)C(C(=O)NC1CCCCC1)c1cccs1 (configuration not stated),1.8,48,20%,5%,3%,-0.1%,-1.6%,-1.3%,1.2,i
CC1(C)Cc2nc(N3CCCC3)c(C#N)cc2CO1,0.5,26,-22%,13%,-12%,0.7%,/,-1.5%,1.2,i
O=C(COc1cccc2cccnc12)NCc1cccs1,-0.2,40,-30%,6%,-9%,-0.2%,0.4%,-0.6%,1,i
COc1ccc(-c2[nH]c(-c3ccc(C)cc3)nc2SCC(=O)Nc2nccs2)cc1,8.6,45,-13%,2%,17%,0.1%,1.8%,0.6%,1.1,i
O=C(Cc1ccccc1)NCC(=O)N/N=C/c1cccs1,-0.1,58,-22%,-5%,6%,0.0%,/,3.6%,/,/
CC(=O)c1ccc(Oc2ncnc3sccc23)cc1,1.1,53,-18%,-39%,-11%,-0.3%,-0.8%,1.2%,1.2,i

# An excerpt; count on the stated rates, not on these rows.
